Screening data as filed in PubChem.
Hep lipid drop: inhibitors of hepatocyte lipid droplet formation, primary screen, imaging, high-throughput imaging, BODIPY stain. AML12 mouse hepatocytes, oleate lipid droplets. inhibition, % at 6.5 µM. 0.4% of 240,000 active;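 active = lipid droplet intensity inhibited by at least 50%, with more than 500 cells counted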
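material = mouse AML12 hepatocyte cell line, fixed after treatment | also added = 100 µM oleic acid challenge | doses = compound at 6.5 µM only | schedule = overnight exposure | technique = Image-based BODIPY and DAPI two-channel analysis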
WT yeast gro inh: growth inhibition of WT strain, primary screen, mitochondrial fusion inhibitor project, WT and mutant strains, chemical genetic; 2.1% of 190,000 active; inhibition, % at 10 µM; mitochondrial fusion phenotypic screen; in the data active = inhibition above about 58%; tested in S. cerevisiae
XIAP antagonists: XIAP antagonists, biochemical, IAP family, fluorescence polarization (AID 1018); 0.007% of 200,000 active; E3 ubiquitin-protein ligase XIAP (Homo sapiens); one-dose displacement, % at 20 µM; IC50 in µM for titrated hits; XIAP BIR domain, fluorescence polarization peptide displacement; higher % means a stronger effect; in the data active = displacement above about 50%; note: a part of the inactive calls stands beside numbers as strong as those of hits
MT stabilizer: microtubule stabilizers in HeLa cells, primary screen, imaging, high-content imaging; HeLa tubulin immunostaining HCS, 24 h; share of cells brighter than vehicle mean+2SD; % tubulin-high responders, % at 10 µM; 0.83% of 200,000 active;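 active = plate Z-score above 3 for both tubulin-high and condensed-nucleus cell shares, with cell loss under 80%, at 10 µM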;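 note: anti alpha tubulin signal scored within the nucleus-defined area of each cell; some results filed as inactive read as strong as hits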
ER stress rescue: rescue of cells from ER stress-induced death, primary screen, 384-well, CSM14.1, thapsigargin, ATP luminescence (AID 1222). CSM14.1 thapsigargin-induced death rescue, ATP luminescence; higher % means a stronger effect. one-dose cellular ATP content (survival), % at 20 µM; EC50 in µM for titrated hits. 190,000 tested, under 10 active;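 active = EC50 below 50 µM in the dose-response confirmation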;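 note: death triggered by thapsigargin at about 15 µM added after 2 h compound pretreatment; cell ATP read after overnight thapsigargin exposure of roughly 18 to 22 hours; normalized against plate controls of thapsigargin alone and 5% DMSO vehicle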
b-catenin transl: modulators of beta-catenin nuclear translocation, primary screen, imaging, HeLa cells, immunofluorescence, high-content; nuclear translocation activity, % at 5 µM; 0.3% of 190,000 active;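 active = nuclear translocation activity above 50% at 5 µM, with a well cell count of 50 or more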;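 note: per-cell ratio of nuclear to cytoplasmic median beta-catenin stain intensity; plate controls were DMSO negative control for no effect and GSK-3 inhibitor IX positive control for full effect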
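assay system = human HeLa cells, endogenous beta-catenin | times = compound treatment 24 h, 37°C, 5% CO2 | detection = Anti-beta-catenin immunofluorescence on PFA-fixed, Triton-permeabilized cells, DAPI nuclei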
Ins promoter up: insulin promoter activators in MIN6 cells, imaging, high-content screening, mouse beta cells; MIN6 insulin promoter-GFP reporter; active compounds read high; z-score at 5 µM; 0.3% of 190,000 active;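 active = z-score above 3 at 5 µM with at least 500 cells counted in the well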
Dynein cargo inh: inhibitors of GR-EGFP nuclear translocation, primary screen, dynein cargo transport inhibitor project, imaging, high-content, 3617.4 mouse cells. test concentration mostly 20 µM; stimulated with dexamethasone, 1 µM; active compounds read low. z-score, hits read low. 0.47% of 220,000 active. AID 1381, 2008;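 active = plate z-score of nuclear minus cytoplasmic receptor signal below a set negative limit, without overly bright fluorescence or cell loss, cut at about -3.5 in these data, passing the limit was not always enough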;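 note: z-score of nuclear minus cytoplasmic ring GR-EGFP intensity difference per well; some compounds called inactive have numbers as strong as hits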
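Buffer or medium: tet-free, stripped-serum medium; reagent: dexamethasone at 1.0 µM final, 30 min; incubation: 48 h induction, 1 h compound, 30 min dex at 37 °C; measured by: formaldehyde fixation, Hoechst nuclear stain, 10x automated fluorescence imaging; read-out: nuclear-to-cytoplasmic GR-EGFP distribution per well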
Autophagy mod: autophagy modulators in MEF cells, primary screen, imaging, high-content, MEF GFP-LC3. MEF GFP-LC3 puncta imaging; test concentration mostly 10 µM. calls only at 10 µM (by protocol). 0.98% of 190,000 active;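 active = percentage of spot-positive cells more than 3 SD above its plate mean, without a fluorescence outlier flag or 80% toxicity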;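 note: spot-positive cell cutoff set from DMSO-treated cells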
WT yeast gro inh mutant strain: further read-out of WT yeast gro inh, marked with its call; inhibition, %; mitochondrial fusion phenotypic screen, mutant strain inhibition
Dynein cargo inh cytoplasmic EGFP: also measured in Dynein cargo inh; calls as there; z-score; measured here: cytoplasmic GR-EGFP intensity; active compounds read high
Dynein cargo inh nuclear GR-EGFP: recorded beside Dynein cargo inh, whose call it bears; z-score; measured here: nuclear GR-EGFP intensity;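 lower value marks the stronger effect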
Dynein cargo inh cell count: further read-out of Dynein cargo inh, marked with its call; z-score; measured here: cell count per field
Ins promoter up cell count: further read-out of Ins promoter up, marked with its call; cell count; measured here: cytotoxicity, nuclei count;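 total cells summed across four imaged fields per well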
Hep lipid drop cells 6.5 µM: also measured in Hep lipid drop; calls as there; cell count; measured here: cell count, cytotoxicity flag;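 cells counted across two imaged fields per well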
b-catenin transl cell count 5 µM: further read-out of b-catenin transl, marked with its call; cell count; measured here: cell count, cytotoxicity flag
MT stabilizer Hoechst-high %: further read-out of MT stabilizer, marked with its call; % Hoechst-high responders; measured here: nuclear condensation Hoechst responders;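 share of cells brighter than vehicle mean plus two SD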
MT stabilizer cytotoxicity %: second read-out of MT stabilizer, no call of its own (marks repeat the call); toxicity, %; measured here: cytotoxicity by cell density;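 0% = mean cell density of plate MIN control wells and 100% = no cells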
Autophagy mod cell loss 18 h: also measured in Autophagy mod; calls as there; toxicity, %; measured here: cell loss, nuclei count;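 cell loss after 18 h compound exposure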
The depositor's hits bear a star; i = inactive; nt = no result given; + = active, no number. Hits appear at their usual frequency (roughly 4% active in at least one column).

SMILES | Hep lipid drop | Hep lipid drop cells 6.5 µM | WT yeast gro inh | WT yeast gro inh mutant strain | XIAP antagonists | MT stabilizer | MT stabilizer Hoechst-high % | MT stabilizer cytotoxicity % | ER stress rescue | b-catenin transl | b-catenin transl cell count 5 µM | Ins promoter up | Ins promoter up cell count | Dynein cargo inh | Dynein cargo inh cytoplasmic EGFP | Dynein cargo inh nuclear GR-EGFP | Dynein cargo inh cell count | Autophagy mod | Autophagy mod cell loss 18 h
CN(C)c1cncc(C(=O)O)c1 | -12.5 | 711 | -1.0 | -5.7 | -5.7% | 2.0 | 1.5 | 10.7 | -0.9% | 0.7 | 1092 | 1.47 | 1191 | 0.17 | -0.331 | -0.145 | 0.537 | i | 0.4
O=C(CN1C(=O)NC2(CCCC2)C1=O)Nc1ccccc1F | -5.6 | 790 | -2.8 | -19.0 | -6.2% | 3.1 | 1.2 | 3.7 | 3.2% | -4.4 | 1229 | -0.48 | 878 | 1.79 | -0.209 | 1.61 | -0.805 | i | -6.5
Cc1cc(N2CCCCC2)n2ncc(-c3ccccc3)c2n1 | 0.4 | 775 | 21.4 | 22.4 | -7.9% | 2.8 | 2.3 | 3.5 | -2.6% | -4.0 | 1215 | 0.37 | 1195 | 0.633 | -0.253 | 0.232 | -0.0807 | i | 5.4
CCn1c(/C=N/c2nc3ccccc3n2C)nc2ccccc21 | nt | nt | 5.2 | 7.4 | -6.6% | 4.1 | 2.4 | 6.9 | 1.4% | 2.8 | 793 | -0.75 | 1353 | 1.67 | 0.192 | 1.29 | 0.927 | i | -6.5
O=C(CCC(=O)N1CCN(C2CCCC2)CC1)Nc1nnc(C(F)(F)F)s1 | nt | nt | -12.2 | -2.6 | -12.8% | 2.4 | 2.5 | 11.3 | -2.2% | -2.5 | 946 | 1.67 | 1095 | -1.3 | 0.0159 | -0.442 | 1.39 | i | -6.0
CCOc1ccc(-n2ccnc2SCC(=O)Nc2cc(C)on2)cc1 | -14.9 | 679 | -20.5 | -24.5 | -3.4% | nt | nt | nt | -4.6% | -0.6 | 1130 | -0.92 | 1251 | 0.924 | -0.213 | 0.797 | 0.343 | i | 12.2
Cc1cc(C)nc(NC(=S)Nc2ccc(Br)cc2Cl)c1 | 21.1 | 712 | 1.8 | -1.1 | -6.5% | 2.3 | 1.3 | 3.0 | 0.3% | 0.4 | 1084 | -0.22 | 1172 | 1.01 | -0.161 | 0.89 | -1.22 | i | -5.5
CCn1nnnc1SCC(=O)Nc1nc2ccccc2s1 | 12.0 | 753 | 0.5 | 5.1 | 0.2% | 3.3 | 1.0 | 8.7 | -1.5% | 2.0 | 959 | 0.46 | 1426 | -0.458 | -0.247 | 0.0786 | 0.832 | i | 0.5
COc1ccc(/C=C/C(=O)O)cc1Cl | 9.5 | 675 | nt | nt | nt | nt | nt | nt | nt | -2.8 | 1327 | -0.77 | 1437 | -0.932 | -0.0501 | -0.466 | 0.901 | nt | nt
O=C(CSc1ncn[nH]1)Nc1ccc([N+](=O)[O-])cc1Br | -11.0 | 656 | -0.6 | 1.0 | 4.0% | 1.2 | 3.2 | 8.9 | -2.5% | nt | nt | 0.03 | 1018 | 0.459 | -0.287 | 0.12 | -0.442 | i | 1.5
O=C1c2ccccc2C(=O)N1CCCC(=O)N1CCCc2ccccc21 | -13.4 | 573 | -5.5 | -22.4 | -3.3% | 2.4 | 1.5 | 10.8 | -2.6% | 0.8 | 1048 | 0.36 | 1796 | -0.78 | -0.247 | -0.137 | 0.78 | i | -12.7
CC(=O)Nc1ccc(OCC(=O)NC(C)c2ccc(F)cc2)cc1 (stereo not drawn) | -2.0 | 674 | -1.4 | -9.1 | -0.2% | 1.9 | 1.8 | 1.4 | 0.7% | -1.5 | 991 | -0.45 | 1227 | 0.218 | -0.212 | 0.0389 | 0.418 | i | -6.7
Cc1c(C#N)c(NC(=O)CCl)n(Cc2ccc(F)cc2)c1C | -3.3 | 666 | -12.4 | 5.9 | -0.7% | 6.0 | 3.7 | 4.7 | -2.8% | -0.7 | 1081 | nt | nt | -1.79 | 0.257 | -0.941 | -0.709 | i | 37.3
O=C(Nc1ccccc1Cl)N1CCN(c2ncccn2)CC1 | -5.4 | 659 | -12.3 | 3.1 | -1.6% | 2.6 | 1.8 | 2.0 | nt | nt | nt | nt | nt | -0.33 | -0.282 | -0.304 | 0.273 | i | 4.9
COc1cccc(-c2cc(C(=O)Nc3c(C)nn(Cc4ccccc4)c3C)no2)c1 | -22.2 | 642 | 11.8 | 9.2 | -2.8% | 1.4 | 1.8 | 8.8 | nt | nt | nt | nt | nt | 0.245 | -0.299 | 0.402 | 0.574 | i | -4.9
CN1CCN(c2ccc(NC(=O)COc3ccc(Cl)cc3Cl)cc2)CC1 | nt | nt | 3.2 | 10.9 | 1.7% | 5.5 | 2.7 | 6.2 | -2.0% | -7.4 | 1046 | -0.85 | 1200 | -0.515 | -0.181 | 0.146 | -0.0923 | i | -15.4
COc1ccc(S(=O)(=O)N=Nc2c(O)[nH]c3ccccc23)cc1 | -3.9 | 666 | 4.8 | -15.7 | -3.3% | 1.6 | 2.3 | 1.0 | -1.1% | -0.6 | 1084 | 0.05 | 1154 | -0.927 | -0.219 | -0.734 | 0.185 | i | 8.5
CCOCC(=O)Nc1nnc(Cc2ccc(OC)c(OC)c2)s1 | nt | nt | 13.1 | 17.1 | -3.1% | 2.0 | 1.1 | 6.9 | -0.7% | 0.3 | 717 | 0.37 | 1202 | 0.548 | -0.178 | 0.0365 | 0.3 | i | 2.7
CC(C)CNC(=O)COC(=O)CNC(=O)c1cc(Cl)cc([N+](=O)[O-])c1 | 8.8 | 604 | 4.1 | 8.4 | -9.8% | 3.2 | 1.5 | 5.7 | 1.0% | 0.3 | 1092 | -0.7 | 1593 | 0.476 | -0.25 | 0.405 | -0.658 | i | 14.8
Cc1ccc(OCC(=O)n2nc(C)cc2C)c(C)c1 | nt | nt | -1.0 | -3.1 | -0.8% | 3.3 | 2.2 | 2.5 | -2.0% | 1.5 | 1406 | 0.23 | 1598 | -0.152 | -0.235 | -0.845 | 0.915 | i | -4.4
CC(/C=C/c1ccccc1)=N\NC(=O)c1cc(C)nc2ccccc12 | -14.2 | 660 | nt | nt | nt | nt | nt | nt | nt | -0.4 | 1372 | -0.03 | 1457 | -0.628 | -0.29 | -0.358 | 1.21 | nt | nt
COc1cc(C(=O)NCC(c2cccnc2)N2CCN(c3ccccc3)CC2)cc(OC)c1OC (stereo not drawn) | -0.8 | 677 | 11.7 | 7.9 | -2.7% | 3.3 | 2.3 | 8.0 | -2.2% | -0.1 | 1037 | -0.35 | 1878 | -0.076 | 0.0142 | 0.0712 | -0.206 | i | 16.3
CCOC(=O)c1sc2nc(CSc3ccccc3)nc(N3CCCN(C)CC3)c2c1C | 0.6 | 654 | 92.6* | 88.1* | -10.0% | 3.0 | 1.2 | 1.7 | -1.5% | 2.7 | 1030 | -2.77 | 786 | 2.26 | -0.0935 | 0.714 | -0.234 | + | 7.5*
C=CCN(C)NC(=O)Nc1ccccc1 | 6.2 | 705 | -11.0 | 7.1 | -6.1% | 1.8 | 1.2 | 7.0 | 0.0% | 0.4 | 1627 | 0.41 | 1447 | -0.642 | -0.3 | -0.197 | -0.583 | i | -16.3
N#Cc1c(N(CCO)CCO)nc(N)c2c(N)nc3c(c12)CC(=O)N3Cc1cccs1 | -5.6 | 741 | nt | nt | nt | nt | nt | nt | nt | -0.4 | 1263 | -0.75 | 1392 | 0.21 | -0.265 | -0.17 | 0.129 | nt | nt
N/C(=N\OCc1ccc([N+](=O)[O-])cc1)c1ccncc1 | -10.6 | 648 | 9.5 | 8.8 | -2.6% | 3.8 | 2.8 | 4.1 | 0.5% | -1.0 | 1054 | -0.73 | 1263 | 0.134 | -0.292 | 0.301 | 0.575 | i | 2.9
CCOC(=O)COc1ccc2nsnc2c1 | nt | nt | -12.4 | 30.5 | 0.8% | 8.7 | 2.7 | 1.3 | -0.8% | -1.0 | 1170 | -0.04 | 1420 | -1.14 | -0.206 | -0.466 | 0.639 | i | 7.2
CNC(=O)CS(=O)CC(=O)Nc1cc(OCCOC)c(Cl)cc1Cl (stereo not drawn) | -25.9 | 711 | 11.2 | 0.2 | 3.5% | 5.4 | 2.0 | 8.6 | 0.0% | -1.3 | 1152 | -0.57 | 1279 | 1.23 | -0.231 | 0.572 | -0.214 | i | 17.9
O=C(Nc1ccc2oc(-c3ccccc3)nc2c1)c1cc(-n2cnnc2)ccc1Cl | 12.9 | 656 | -1.4 | -37.8 | -2.4% | 5.8 | 3.8 | 8.1 | -0.2% | -3.2 | 1075 | -0.69 | 1557 | 0.272 | 0.0106 | 0.0626 | -0.374 | i | -1.7
C/C(=N/NC(=O)CNC(=O)c1ccccn1)c1cccc([N+](=O)[O-])c1 | 9.6 | 643 | -0.1 | -6.4 | 0.6% | 2.0 | 1.3 | 8.9 | -0.9% | -1.0 | 1129 | -0.25 | 1267 | -0.556 | -0.28 | -0.54 | 0.71 | i | 21.0
